Shn3 3UTR inh – Schnurri-3 reporter inhibition in Clone20 osteoblasts; Clone20 osteoblast Shn3 3'UTR firefly luciferase, 24 h; inhibition, % at 12.5 µM; hit rate 0.52% among 360,000;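 active = mean inhibition of at least 75% with every replicate also reaching 75%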;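 note: 0% = median of neutral control wells and 100% = pilot-screen positive control compound; some compounds past the cut are filed as inactive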
MITF TRPM1 inh – inhibitors of MITF-driven TRPM1 promoter in melanoma cells. SK-MEL-5 TRPM1 promoter luciferase, 24 h. hit rate 0.83% among 330,000. AID 488899. inhibition, % at 12.5 µM;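 active = mean inhibition across replicates of 60% or more, whatever share of single replicates reaches that level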; note: values of inactives mirror those of a sister screen read the other way
NR2E3 ag-1 – NR2E3 (human) agonism; GST-NR2E3/biotin-RetCOR TR-FRET, 1536-well; inhibition of corepressor binding, % at 4.78 µM; hit rate 0.12% among 320,000; AID 2300; Q9Y5X4;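 active = percent inhibition above the cutoff of mean plus 3 SD of all tested compounds, set per screening campaign, cut at about 20% in these data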;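 note: 0% = DMSO wells and 100% = biotin wells as full block of FRET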
Target sequence (Q9Y5X4 whole entry, looked up): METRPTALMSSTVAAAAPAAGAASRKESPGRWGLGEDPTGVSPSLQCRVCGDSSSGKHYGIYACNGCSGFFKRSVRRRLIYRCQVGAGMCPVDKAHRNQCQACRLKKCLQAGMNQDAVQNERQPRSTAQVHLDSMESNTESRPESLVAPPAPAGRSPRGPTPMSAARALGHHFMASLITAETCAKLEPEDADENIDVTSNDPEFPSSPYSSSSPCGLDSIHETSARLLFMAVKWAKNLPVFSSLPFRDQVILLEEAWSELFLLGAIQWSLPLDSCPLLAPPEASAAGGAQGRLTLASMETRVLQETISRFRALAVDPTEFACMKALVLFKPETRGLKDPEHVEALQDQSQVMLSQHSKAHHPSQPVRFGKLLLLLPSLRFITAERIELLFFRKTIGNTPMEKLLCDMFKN
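Material: NR2E3–RetCOR corepressor complex / Amount: 1.35 nM GST-NR2E3 / Medium: Tris pH 7.5 / Compound: single nominal compound dose of 4.8 µM / Incubation: 5 h at 4 °C / Technique: TR-FRET, Eu(K)-anti-GST donor, streptavidin-D2 acceptor, ex 340, em 617/671 nm / Read-out basis: percent loss of FRET ratio relative to control wells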
CF NFkB inh – cystic fibrosis NF-kB activation inhibition | KKLEB NF-kB-GFP reporter, PAF-induced, GFP fluorescence overnight | inhibition, % at 5 µM | hit rate 0.86% among 360,000 | AID 588850;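 active = at least 50% inhibition at 5 µM, scaled per plate between neutral and stimulator controls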;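 note: PAF is a Pseudomonas aeruginosa culture filtrate used as stimulus; plate controls were PAF-stimulated DMSO wells for no effect and unstimulated DMSO wells for full effect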
KKLEB cytotox – counter-screen for CF NF-kB inhibitors: cytotoxicity; KKLEB CF airway cells viability, ATPlite luminescence, overnight; hits give low values; cells stimulated with P. aeruginosa culture filtrate; activity change (cytotoxicity), % at 5 µM; hit rate 0.36% among 360,000;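 active = corrected activity change at or below -50% at 5 µM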
aDG glyco up – increases alpha dystroglycan glycosylation. Pro5-aDG cells, alpha-DG glycosylation AlphaScreen (IIH6); 0% Pro5, 100% B10-LARGE cell signal. activation, % at 10 µM. hit rate 0.22% among 360,000;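 active = activation of at least 8% versus controls, or a plate z-score of at least 8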;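 note: Pro5 are CHO cells carrying HIG-tagged alpha-DG that lacks glycosylation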
iPSC survival up – increases survival of single human iPS cells. hiPSC single-cell survival, ATPlite luminescence; 100% = ROCK inhibitor wells, 0% = DMSO. survival enhancement, % at 20 µM. hit rate 0.044% among 360,000; in the data active = survival enhancement above about 18%;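 note: cells exposed to compounds for 16 hours before the ATP read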
NR2E3 ag-2 – agonists of human NR2E3 nuclear receptor; Q9Y5X4; CHO-S Gal4-NCOR/VP16-NR2E3 two-hybrid, luciferase; inhibition of corepressor binding, % at 3.98 µM; hit rate 0.35% among 360,000; AID 602229;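 active = inhibition above the mean of all tested compounds plus 3 SD, cut at about 70% in these data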;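 note: 0% = DMSO with NR2E3 transfected cells and 100% = cells lacking NR2E3 construct; higher means lower luciferase signal from less NR2E3 corepressor binding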
TWEAK Fn14 block – inhibitors of TWEAK-Fn14 interaction signaling | TWEAK-stimulated Fn14 reporter cells, luciferase luminescence, 8 h | inhibition, % at 10 µM | hit rate 2% among 360,000; in the data active = inhibition above about 50%
HIF-2a block – HIF-2a inhibition; 786-0 RCC cells HIF-2a reporter, luciferase luminescence, overnight; inhibition, % at 18.8 µM; hit rate 0.72% among 360,000; AID 624352;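 active = inhibition of the luminescence signal of 40% or more relative to plate controls, in a single-dose primary screen at 18.75 µM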
Peg3 prom inh – Peg3 promoter activity inhibition. HeLa PEG-Prom luciferase reporter, luminescence, overnight. AID 588405. inhibition, % at 20 µM. hit rate 1.7% among 360,000;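 active = inhibition of at least 50% at 20 µM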
Numbers without * were called inactive; . = not tested or not shown.

Every second line gives: Shn3 3UTR inh	MITF TRPM1 inh	NR2E3 ag-1	CF NFkB inh	KKLEB cytotox	aDG glyco up	iPSC survival up	NR2E3 ag-2	TWEAK Fn14 block	HIF-2a block	Peg3 prom inh
CCC(C)C(=O)Nc1cc([N+](=O)[O-])ccc1Cl (centres undefined)
→ -33	10	0	4	14	-0.2	-2.2	-13	6	9	18
O=C(CNC(=O)c1cccs1)N=Nc1c(O)[nH]c2ccc(Br)cc12
→ -1	-2	-3	-28	17	-0.3	0.6	8	-12	-4	-7
Cc1ccccc1CN1CCN(C(=O)[C@H]2O[C@@H](n3ccc(=O)[nH]c3=O)[C@H](O)[C@@H]2O)CC1
→ 0	.	.	-16	-5	-0.2	0.1	-2	-2	27	21
O=C(Nc1cc(C(F)(F)F)ccc1F)C1CCC1
→ -1	-3	-3	1	-8	0.1	-1.1	-28	-5	22	7
CCN(CC)S(=O)(=O)c1ccc(NC=C(C#N)C#N)cc1
→ -10	3	1	-4	5	0.3	0.2	-5	17	14	-3
O=C(CNC(c1ccccc1)c1ccccc1)Nc1ccccc1Br
→ -2	-3	-2	0	7	0.3	0.0	-5	12	12	14
CCOC(=O)Cn1c(CN(Cc2ccccc2)Cc2ccccc2)nc2c1c(=O)n(C)c(=O)n2C
→ 29	6	-4	-6	1	-0.2	3.3	-13	19	4	17
CC(C)c1ccc(C2(C)NC(=O)N(C(C)C(=O)Nc3ccc(N4CCOCC4)cc3)C2=O)cc1 (centres undefined)
→ 17	3	.	-39	8	0.5	-0.2	13	5	9	-11
O=C(c1cccc(S(=O)(=O)N2CCCC2)c1)c1nnc(-c2ccncc2)o1
→ 7	0	5	0	23	0.0	-0.3	2	3	21	6
CC1=C(C)CC(C(=O)NNC(=O)c2csc3c2CCC(C(C)(C)C)C3)C(C(=O)O)C1 (centres undefined)
→ 0	-4	0	-22	10	0.0	1.2	6	-6	17	21
CCCNC(=O)c1ccc2c(c1)nc(C)n2-c1cccc(C)c1
→ 7	-1	-1	2	0	0.5	-0.3	-18	-24	-5	-17
Cc1oc(-c2ccc(Cl)cc2)nc1CS(=O)CC(=O)NCc1ccccn1 (centres undefined)
→ -8	0	-1	7	3	0.2	-0.2	-1	-2	14	-10
Cc1ccc(S(=O)(=O)N(CCCO)CC(O)CON=C2c3ccccc3-c3ccccc32)cc1 (centres undefined)
→ 26	-12	2	17	-9	0.2	0.1	3	56*	-15	52*
CC(=O)c1ccccc1NC(=O)c1ccc(OCc2c(C)noc2C)cc1
→ 40	-10	.	-67	5	-0.1	1.8	-21	-2	-20	0
O=C(c1cc(Cl)ccc1Cl)N1CCOCC1
→ 4	16	3	6	-6	0.7	1.1	-7	-3	15	5
CCCCCCCCOC(=O)C(NC(=O)CCC(=O)Nc1ccc(S(N)(=O)=O)cc1)C(O)c1ccccc1 (centres undefined)
→ 1	-8	-3	-17	2	-0.2	-2.1	-7	-5	-13	-19
O=C(Cc1ccc(-c2ccccc2)cc1)Nc1ncccc1O
→ -72	-32	3	11	-6	-0.2	-0.2	-35	-20	-178	-171
Cc1ccc(N=C2NC(=O)/C(=C\c3ccco3)S2)cc1
→ -32	-47	1	-16	11	0.0	-1.4	-44	13	-225	-156
CC(=O)CCn1cnc([N+](=O)[O-])n1
→ -3	-1	2	10	5	0.1	-4.0	18	5	7	13
CCN(Cc1ccccc1)C(=O)CN1C(=O)COc2ccc(S(=O)(=O)NC3CCCC3)cc21
→ -5	-2	0	4	0	0.3	0.2	4	14	11	7
C=CCc1cc(C=Nc2ccc(N3CCOCC3)cc2)cc(OCC)c1O
→ 12	6	.	10	1	0.1	0.1	-9	0	14	6
Cc1nc2c(sc(=S)n2Cc2ccco2)c(=O)n1CC(=O)Nc1ccc(F)cc1
→ 19	3	-4	34	-29	-0.2	-0.4	-20	-1	-5	30
Oc1c(Br)cc(Br)cc1/C=N/n1c(-c2ccccc2)n[nH]c1=S
→ -4	6	-2	12	15	-0.1	0.4	-5	5	18	15
CCOC(=O)N1CCN(C(=S)Nc2ccc(C)cc2C)CC1
→ -2	2	3	11	-2	0.7	1.0	1	-2	9	-4
Cc1c(CCCN)c2ccccc2n1Cc1ccccc1
→ 4	-3	2	11	-9	0.5	-0.8	50	1	5	12
CN(C)c1ccc(C=C2C=CC=C2)cc1
→ 13	-46	.	-4	10	0.0	-1.4	-5	62*	10	-99
C/C(=N\NC(=O)COc1ccccc1[N+](=O)[O-])c1cccs1
→ -53	-53	-2	-42	0	0.1	0.9	-74	1	-251	-236
O=C(N/N=C/c1cc(Cl)cc([N+](=O)[O-])c1O)c1ccccc1NS(=O)(=O)c1cccs1
→ .	-12	3	33	-8	-0.2	-0.2	-33	-13	9	-11
O=C(CSc1nc2ncc(Br)cc2[nH]1)c1cccc([N+](=O)[O-])c1
→ 17	5	3	-8	1	0.0	-1.8	0	-1	12	-2
O=C(CCNC(=O)OCC1c2ccccc2-c2ccccc21)NOCc1ccccc1
→ -15	12	.	-18	6	0.1	-3.5	-19	-2	9	6

Other results follow.
Every second line gives: Shn3 3UTR inh	MITF TRPM1 inh	NR2E3 ag-1	CF NFkB inh	KKLEB cytotox	aDG glyco up	iPSC survival up	NR2E3 ag-2	TWEAK Fn14 block	HIF-2a block	Peg3 prom inh
Cn1c(-c2ccccc2)cnc1SCc1nc2ccccc2c(=O)[nH]1
→ -102	-19	-1	-17	3	-0.2	-2.3	-133	13	-167	-234
O=c1c2nccnc2[nH]c(=S)n1Cc1ccccc1Cl
→ -12	-11	5	-40	1	-0.2	-0.7	-17	-4	13	14
CCN(CC(=O)Nc1c(F)cccc1F)C(=O)c1cc([N+](=O)[O-])ccc1N1CCOCC1
→ 1	-2	0	-5	7	0.2	-0.5	7	9	23	15
Cc1nc2cc(C(F)(F)F)ccc2n1C
→ -13	1	3	-10	13	-0.2	3.4	-23	22	-3	5
Cc1c(Cl)cccc1S(=O)(=O)Nc1ccnn1C
→ -12	-14	-5	2	1	0.0	-0.1	3	-2	13	10
CCC(C)N(C(=O)COc1ccc(Br)cc1C=O)C1CCS(=O)(=O)C1 (centres undefined)
→ -8	1	-2	-37	5	-0.1	-0.4	9	3	7	0
CC(=O)Nc1cccc(-c2ccnc3c2CC(C)(C(=O)Nc2cccc(OC(F)(F)F)c2)O3)c1 (centres undefined)
→ 19	.	.	14	-13	0.0	0.2	-21	16	28	63*
CCOP(=O)(OCC)C(NC(=O)Nc1ccc(C)cc1)C(N)=O (centres undefined)
→ 0	.	2	9	1	-0.1	0.2	5	16	13	-22
CCOC(=O)c1c(NC(=O)CSc2nnc3c(Cl)cc(Cl)cn23)sc2c1CCC2
→ 15	10	3	-7	3	0.0	1.5	-20	-4	25	0
COc1ccc(NC(=O)C2CC(=O)N(c3cc(C)ccc3C)C2)cc1 (centres undefined)
→ -5	9	2	14	3	-0.2	2.0	-30	-5	12	2
S=C(Nc1ccc(Br)cc1)Nc1ccc2c(c1)OCCO2
→ -15	-51	2	-12	21	-0.1	-0.3	50	-13	-268	-251
CCCCN(C)CCNC(=O)C(NC(=O)C1CCC(C)CC1)C(C)C (centres undefined)
→ 5	-1	-1	10	4	0.2	0.6	24	-12	7	7
OCCNCC(O)Cn1c2ccccc2c2ccccc21 (centres undefined)
→ -1	5	-8	17	-9	0.2	-0.8	-15	8	15	8
O=c1c2ccccc2ncn1-c1ccc(Br)cc1[N+](=O)[O-]
→ 2	-22	.	2	-4	-0.1	-0.3	-33	3	-37	-18
O=C(Nc1ccccc1F)Oc1cccc(OC(=O)Nc2ccccc2F)c1
→ -24	-17	2	5	3	0.0	-0.2	-24	14	-158	-129
CCn1c(CNC(=O)c2ccco2)nnc1SCC(=O)c1ccc(F)cc1
→ 10	1	5	-1	7	0.1	1.3	-7	2	-7	-10
COc1ccc(Cl)cc1NC(=O)COC(=O)C1=NNC(=O)CC1
→ 0	0	.	7	-10	0.2	-1.6	15	0	10	1
O=C(Cn1ccnc1[N+](=O)[O-])NCc1ccccc1
→ -55	-7	1	-6	27	4.3	1.2	7	8	1	-2
O=S(=O)(Cc1ccccc1)N1CCN(Cc2ccc(F)cc2Cl)CC1
→ 5	8	2	-9	20	0.2	-0.4	-3	-9	9	17
N#CC1=C(N)NC(=S)C(C(N)=O)C1c1ccc(Cl)cc1Cl (centres undefined)
→ 27	8	2	27	0	0.8	-0.1	-17	33	24	41
O=C1NC(=S)S/C1=C\c1cc(Cl)cc(Cl)c1O
→ -4	5	.	15	-20	0.1	-1.9	66	-6	-9	19
COc1cccc(N(C(=O)Cn2nnc(-c3ccc(C)o3)n2)C(C(=O)NC(C)(C)C)c2cccs2)c1 (centres undefined)
→ 11	14	2	1	-10	0.2	-0.7	-15	17	2	15
COc1ccc2[nH]c3c(c2c1)CCN1C(=O)C(CC(=O)NCCc2ccccn2)C[C@H](C(=O)N(C(C)C)C(C)C)[C@@]31C (some centres undefined)
→ -6	13	.	12	0	-0.2	-1.1	11	1	2	-2
Cc1cccc(N2CCN(S(=O)(=O)c3ccc4c(c3)C(C)(C)C(=O)N4C)CC2C)c1 (centres undefined)
→ 6	-2	4	2	3	0.0	-0.4	0	-10	16	-5
CCC(=O)N1CCN(c2cc(C)ccc2C)CC1
→ -10	-9	1	16	-6	0.4	-0.3	13	76*	6	2
Cc1ccc(S(=O)(=O)N(C)C)cc1NC(=O)CCNC(=O)c1ccco1
→ -17	14	2	-9	3	0.0	-0.2	-34	-10	10	-12
CC(=O)NC(N(C#N)c1nc(Cl)nc(N(C)C)n1)C(Cl)(Cl)Cl (centres undefined)
→ 4	-3	0	7	-8	0.0	1.7	16	7	16	11
O=C(NCCCn1ccnc1)c1sc2cccc(F)c2c1Cl
→ -5	11	-6	-8	14	0.6	-1.1	1	-9	-11	-2
Cc1c(NC(=O)c2ccc(Cl)s2)c(=O)n(-c2ccccc2)n1C
→ -5	-2	-1	22	-6	-0.1	0.5	-15	13	14	-7
O=C1CCCN1Cc1ncnn1-c1ccccc1
→ 9	16	-3	-9	14	0.0	-1.5	-16	65*	10	0
CN(Cc1ccc(OC(F)F)cc1)C(=O)c1ccc(S(=O)(=O)N(C)c2ccccc2)cc1
→ 20	1	0	2	7	0.9	0.0	-10	8	7	17
O=C(NCC(=O)N(Cc1cccs1)C(C(=O)NC1CCCCC1)c1ccco1)c1cccs1 (centres undefined)
→ 1	1	-1	11	-11	0.5	0.6	-13	0	5	12
O=C(CSc1nnc2c(n1)[nH]c1ccc(F)cc12)OCc1ccccc1
→ -20	-4	-1	3	1	-0.3	4.2	-3	2	9	3

Compound profiles, from the list above. Order of values: Shn3 3UTR inh, MITF TRPM1 inh, NR2E3 ag-1, CF NFkB inh, KKLEB cytotox, aDG glyco up, iPSC survival up, NR2E3 ag-2, TWEAK Fn14 block, HIF-2a block, Peg3 prom inh
O=C(CCNC(=O)OCC1c2ccccc2-c2ccccc21)NOCc1ccccc1 reads -15, 12, ., -18, 6, 0.1, -3.5, -19, -2, 9, 6
Cc1c(Cl)cccc1S(=O)(=O)Nc1ccnn1C reads -12, -14, -5, 2, 1, 0.0, -0.1, 3, -2, 13, 10

Screening results (PubChem BioAssay)

This is a random part of the collection; any-hit rate near 4.4%.
